# Screening data from PubChem BioAssay.
# LGR2 inh: inhibitors of bursicon-induced LGR2 CRE-luciferase signal, primary screen, cell-based, HEK293, CRE-luciferase reporter, bursicon stimulation; bursicon-stimulated, 4 h; inhibition, % at 9.99 µM; 0.35% of 380,000 active;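 active = drop in luminescence signal, shown as inhibition above about 50% in the replicate tests, limit read from the data, passing the limit was not always enough; inconclusive = probably only some replicates passing the limit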;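 note: agonist challenge used bursicon conditioned medium at about half maximal strength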
# PGC1a acetyl inh: inhibitors of PGC1a acetylation signal, primary screen, cell-based, U2OS, AlphaScreen, inhibitor mode. 0.17% of 350,000 active. AlphaScreen anti-acetyl-lysine; with virally co-expressed GCN5 acetyltransferase. inhibition, % at 15.6 µM;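 active = every replicate shows inhibition of at least 40%; inconclusive = mean inhibition at least 40% but some replicate below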;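 note: 0% = neutral control wells and 100% = positive control wells; some results beyond the cut were filed as inactive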
# miR-122 sensor: miR-122 Renilla sensor signal increase in Huh7, primary screen, miR-122 inhibitor project, cell-based, single point, plate reader; Huh7 miR-122 Renilla luciferase sensor, 48 h; neutral wells = 0, positive control = 100; activation (reporter increase), % at 12.5 µM; 0.3% of 340,000 active; AID 602342, 2012;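 active = mean replicate activation score at least 90 and every replicate individually at or above 90; inconclusive = only one of the two criteria met; inactive = neither criterion met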;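 note: higher luciferase means less miR-122 activity so hits act as miR-122 inhibitors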
# Casp6 inh: human caspase-6 inhibitors, primary screen, biochemical, VEID-R110 fluorescence, single point, set 2 | P55212 | purified caspase-6, Z-VEID-R110 cleavage fluorescence | inhibition, % at 12.5 µM | 0.53% of 350,000 active;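 active = mean inhibition across replicates at least about 35%, with every replicate also reaching that limit, limit read from the data; inconclusive = only one of the two criteria met; inactive = neither criterion met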;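 note: 0% = median of neutral control wells and 100% = no fluorescence left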
# Target sequence (P55212 24-179 limits assumed): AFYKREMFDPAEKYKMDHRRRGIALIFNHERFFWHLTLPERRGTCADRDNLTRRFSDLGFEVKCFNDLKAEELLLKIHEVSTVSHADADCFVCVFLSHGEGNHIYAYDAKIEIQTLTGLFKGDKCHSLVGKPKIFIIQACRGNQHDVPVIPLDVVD
# Target sequence (P55212 194-293 limits assumed): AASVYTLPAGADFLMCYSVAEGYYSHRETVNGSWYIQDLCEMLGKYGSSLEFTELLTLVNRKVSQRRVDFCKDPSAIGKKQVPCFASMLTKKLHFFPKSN
# EWS-Fli inh: EWS/Fli-driven NR0B1 reporter inhibitors, primary screen, A673 cells, NR0B1 luciferase, luminescence, MLPCN library; viability-normalised; inhibition, % at 12.6 µM; 0.67% of 350,000 active; AID 651661, 2012;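 active = mean inhibition of at least 50% after viability correction, with every replicate also passing that limit; inconclusive = mean reaches 50% but only one of two replicates passes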;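 note: firefly luciferase signal divided by Alamar Blue viability fluorescence both relative to DMSO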
# PAX8 reporter: inhibitors of PAX8-driven TPO luciferase reporter, primary screen, RMG-I cells, single concentration; SteadyGlo, 24 h; inhibition, % at 12.6 µM; 1.2% of 360,000 active; AID 652154, 2013;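 active = mean replicate inhibition at least 60% with every replicate also reaching 60%; inconclusive = only one of the two criteria is met; inactive = mean below 60% and not all replicates reaching 60%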;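 note: luciferase light reporting Pax8 driven TPO promoter activity; plate controls were median of neutral control wells for no effect and mitoxantrone controls for full effect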
# Cneo AK release: Cryptococcus neoformans cell lysis inducers, primary screen, AK release luminescence, single concentration | lysis activity, % at 15 µM | C. neoformans lysis, adenylate kinase release luminescence, 4 h; normalised: neutral wells 0, clomiphene wells 100 | 0.2% of 360,000 active;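 active = mean lysis activity across replicates of at least 80%, whatever share of replicates individually reach that level; inactive = mean lysis activity below 80%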
#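 Assay system: C. neoformans cells. Amount: yeast cell density of 5 × 10^6 cells/mL. Technique: AK luminescence. Buffer or medium: YPD. Times: static 4 h at 37 °C with compound, 1 h detection. Dosing: single-point compound dose. Read-out: lysis from increased AK signal.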
# FN deposition inh: inhibitors of fibronectin matrix deposition, primary screen, AH1F cells, Alexa488-fibronectin fluorescence, plate reader; AH1F fibroblasts, overnight; inhibition, % at 12.6 µM; 0.086% of 350,000 active;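 active = mean inhibition across replicates of 30% or more, regardless of how many single replicates reach that level; inconclusive = mean under 30% yet at least half of replicates reach 30%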;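 note: positive control wells lacked labelled fibronectin entirely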
#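 Material: AH1F fibroblast monolayer depositing Alexa488-labelled fibronectin into matrix | Input: 10000 AH1F cells/well | Medium: DMEM plus 2% serum, read in PBS | Reagent: Alexa488-fibronectin, 24 nM final in well | Compound dosing: One dose per compound, pinned | Schedule: 1 h adhesion, overnight exposure | Measured by: Fluorescence at 485 nm excitation, 525 nm emission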
# An asterisk follows results filed as active; u = inconclusive; x = no result given; & = joins results of further samples; [ ] = remark or other dose.
# Value order – FN deposition inh, miR-122 sensor, Cneo AK release, PGC1a acetyl inh, EWS-Fli inh, PAX8 reporter, Casp6 inh, LGR2 inh
> C[C@@H]1CN([C@H](C)CO)C(=O)c2cc(C#CCN(C)C)cnc2O[C@@H]1CN(C)S(=O)(=O)c1ccccc1
  -10, 1[16.7 µM], 9, 1, -1, x, -3, -10
> C[C@@H]1CN([C@H](C)CO)S(=O)(=O)c2ccc(C#CCN(C)C)cc2O[C@@H]1CN(C)Cc1ccccc1
  x, 33[16.7 µM], 2, -16, 11, 9, -1, 10
> CN(CC(=O)Nc1ccccc1N1CCOCC1)S(=O)(=O)c1ccc(F)cc1
  -5, -6, -1, -9, x, x, x, x
> COc1ccccc1C(=O)CN1C(=O)NC2(CCCCCC2)C1=O
  5, -1, 0, 6, -15, -15, -3, -10
> CCN(CC)CCCNC(=O)Cn1nc(-c2ccccc2)ccc1=O
  -2, 1, 4, 1, x, x, x, x
> CC(C)NC(=O)Nc1ccc2c(c1)CC(=O)N([C@H](C)CO)C[C@H](C)[C@H](CN(C)C(=O)Nc1ccc(F)cc1)O2
  -5, -6[16.7 µM], 4, 0, 2, 7, x, -9
> O=C(O)C1CC=CCC1C(=O)Nc1ccccc1 (configuration not stated)
  -2, -1, -1, -4, x, 9, x, x
> N#Cc1cnn2c(-c3cccc([N+](=O)[O-])c3)ccnc12
  2, 8, -1, 7, -3, -15, 0, 2
> CCN(CC)C(=O)CSc1nnc(-c2ccccc2)o1
  -6, -3, -1, -5, x, x, x, x
> Brc1ccc(-c2nc3ncccn3c2Nc2ccc3c(c2)OCCO3)o1
  0, -1, x, -5, x, 29, x, x
> CCN(C(=O)CN1CCCCC1C)c1c(N)n(Cc2ccccc2)c(=O)[nH]c1=O (configuration not stated)
  -6, -3, 0, 9, 7, 0, -1, 10
> COc1cc(C#N)ccc1OCC(=O)Nc1ccc(C)c(S(=O)(=O)N2CCOCC2)c1
  16, 4, x, -1, -2, 17, 0, -9
> CCC1CCCCN1CCCNC(=O)C1CCCN(S(=O)(=O)N2CC(C)CC(C)C2)C1 (configuration not stated)
  -4, 3, 6, 7, x, 8, -13, -13
> CCOc1cc(C2Nc3ccccc3C(=O)N2c2ccccc2)c(Br)cc1OCC(=O)O (configuration not stated)
  -2, -4, 1, x, x, -10, x, 9
> C[C@H](CO)N1C[C@H](C)[C@@H](CN(C)Cc2ccc(C(=O)O)cc2)Oc2ccc(NC(=O)C3CCCCC3)cc2CC1=O
  x, -3[16.7 µM], 0, -3, 3, 13, 0, -24
> COc1ccccc1NC(=O)N(C)C[C@H]1Oc2ncc(C#CCN(C)C)cc2C(=O)N([C@@H](C)CO)C[C@@H]1C
  x, 1[16.7 µM], 1, -14, -1, x, 7, 3
> O=C(c1ccncc1)N1C[C@@H]2N[C@H](C1)C2c1ccc(/C=C/c2ccccc2)cc1 (some centres not stated)
  -10&1, x, x, -13&6, 2&-5, -36&-4, -7&-7, 6&-10
> CCN(CCn1cccn1)C(=O)c1cc(COc2cc(C)ccc2C)on1
  0, -3, -1, x, -98, -245, 4, -50
> CSC(=NC#N)N1CCN(C(c2ccccc2)c2ccccc2)CC1
  -7, -5, 0, x, 9, 5, 2, 14
> CO[C@H]1CN(C)C(=O)c2ccc(NS(C)(=O)=O)cc2OC[C@@H](C)N(C(=O)C2CCCCC2)C[C@@H]1C
  2, x, 4, 8, -1, -5, 0, -4
> COc1ccc(N2CCOCC2)c(NC(=O)c2cccs2)c1
  -6, -1, -6, 11, x, -5, 2, 1
> CC(=O)c1sccc1NC(=O)c1ccccc1C(=O)O
  -7, -2, 0, -5, -64, 4, 0, -2
> O=C(OCc1cc(=O)n2ccsc2n1)C1(c2ccccc2)CC1
  -5, 6, 0, -6, -4, 22, 2, -8
> COCC(=O)Nc1ccc2c(c1)C(=O)N(C)C[C@H](OC)[C@@H](C)CN[C@@H](C)CO2
  0, -20[16.7 µM], -6, 8, -7, 3, x, 1
> COc1ccc2[nH]c(C(=O)N3CCNCC3)cc2c1OC
  -1, -1, -2, -1, 7, 17, -1, 12
> CC(=O)Nc1cc2c(=O)n(Cc3ccccc3)c(C)nc2cc1N1CCOCC1
  -10, -1, 2, -1, x, -30, x, x
> CCc1nc2ccc(C(=O)N(C)CC(=O)Nc3ccc(Cl)c(C(F)(F)F)c3)cc2nc1CC
  -3, -2, 0, -10, 1, x, 3, -10
> ON=C1CCC2CCCCC2C1 (configuration not stated)
  -4, -5, 3, -5, -24, 13, 5, -11
> O=C1C(Cl)=C(N2CCOCC2)C(=O)N1CCc1ccccc1
  -15, 0, x, u, x, x, x, -43
> CCN1CCN(CC(=O)Nc2cc(C(F)(F)F)ccc2OCCOC)CC1
  11, 1, x, 1, 10, -7, -3, -3
> N#C/C(=C\c1cccn1S(=O)(=O)c1ccccc1)S(=O)(=O)c1ccc(F)cc1
  15, 1, -2, 1, -6, 21, 0, 8
> COc1ccc(C2CC(c3cccs3)=Nc3ccccc3S2)cc1OC (configuration not stated)
  x, 8, 0, 22, x, x, x, -43
> O=C1NCCCC1C(=O)N1CCCCC1 (configuration not stated)
  -4, x, 0, 5, -1, -1, 1, -6
> N#C/C(=C/c1ccc(N2CCOCC2)o1)C(=O)Nc1ccccc1
  x, -10, -2, x, -74, -140, -18, -34
> CC(=O)c1cccc(NC(=O)CCn2c(=S)oc3ccccc32)c1
  3, x, x, x, 10, 18, -1, 6
> CC(=O)c1ccc(OCC(=O)NC2CCCN(Cc3ccccc3F)C2)cc1 (configuration not stated)
  4, -1, 0, 0, 4, 8, 1, 1
> COc1ccc(C(=O)N/N=C/c2ccc3cccc(OCc4ccccc4)c3n2)cc1
  11, 22, -2, -7, x, -5, x, x
> CCC(C)(C)c1ccc(Oc2ccc(N)cc2)cc1
  2, -17, 1, -11, 65*, u, -3, x
> CC(Oc1ccc2c(-c3ccccc3)cc(=O)oc2c1)C(=O)NCC1CCC(C(=O)O)CC1 (configuration not stated)
  x, -6&-6, -1&8, 4&4, -10&-5, x, 5&3, 12&-6
> N#Cc1nc(COc2ccccc2)oc1N1CCC(Cc2ccccc2)CC1
  x, -1, 0, -6, x, x, -2, x
> O=C(c1cc(F)ccc1F)C1CCCN(C(=O)c2ccco2)C1 (configuration not stated)
  -1, -5, -1, x, -5, 10, 1, 0
> Brc1ccc(/C=N/Nc2ccccc2)cc1
  -6, x, x, x, -53, -69, -1, x
> COc1ccc(OC)c(Nc2cc(C)c3ccccc3n2)c1
  17, 27, 2, -4, 15, 21, 0, -7
> COc1ccc(-c2ccc3c(n2)CCCN3S(=O)(=O)c2ccc(C)cc2)cc1
  -2, x, x, x, 7, -8, -4, -15
> O=C(Nc1ccc(F)cc1)N1CCCCN2[C@H](C1)[C@H](c1ccc(-c3ccncc3)cc1)[C@@H]2CO
  x, -3[16.7 µM], 0, -4, -7, -3, 2, 7
> COc1ccc(C(CC(=O)N2CCCCC2)NC(=O)C(F)(F)F)cc1 (configuration not stated)
  -2, -5, 3, 2, 1, -4, 5, 14
> COc1ccc(NC(=O)C2CCC(CNS(=O)(=O)c3cccs3)CC2)cc1 (configuration not stated)
  -7, x, x, 6, 3, 2, -3, 7
> Cc1cccc(N(CC(=O)N/N=C/c2ccccc2C(=O)O)S(C)(=O)=O)c1C
  -11, -6, 13, -4, 9, 12, -3, 7
> COCCOC(=O)c1c(C)n(C)c2ccc(OC(=O)c3c(OC)cccc3OC)cc12
  3, -2, -2, 3, -5, 28, -3, -12
> CCn1nnnc1NC(=O)c1cc(OC)c(OC)c(OC)c1
  x, x, x, 5, 0, -2, -2, -1
> C[C@@H]1CCCCO[C@@H](CN(C)C(=O)Nc2ccccc2)[C@@H](C)CN([C@H](C)CO)C(=O)c2cc(NC(=O)Nc3ccc(F)cc3)ccc2O1
  x, 2[16.7 µM], 2, 11, -8, -15, -1, -14
> CO[C@H]1CN(C)C(=O)c2ccc(NS(=O)(=O)c3cccc(C)c3)cc2OC[C@H](C)NC[C@@H]1C
  7, x, x, 2, 5, x, 1, 1
> CCOC(=O)c1ccccc1NC(=O)COc1coc(CN2CCc3ccccc32)cc1=O
  -3, x, -1, x, 7, 19, 3, 4
> O=C1OC(c2cccc3c(F)cccc23)c2ccccc21 (configuration not stated)
  1, 3, -1, -10, -4, 6, 2, 14
> COC(=O)Cc1ccc(Oc2ncc(C(F)(F)F)cc2Cl)cc1
  -10, x, x, 12, 1, -11, 2, 4
> Cn1nc(-c2ccccc2)c(CO)c1Oc1cccc(C(F)(F)F)c1
  5, x, x, 8, 5, -4, -2, 4
> O=C(CCNC(=O)c1ccc(Cl)cc1)NCc1cccc(C(F)(F)F)c1
  -6, -1, 1, x, 1, 16, 9, 3

# In another format: results already given
mol | FN deposition inh | miR-122 sensor | Cneo AK release | PGC1a acetyl inh | EWS-Fli inh | PAX8 reporter | Casp6 inh | LGR2 inh
CCOC(=O)c1ccccc1NC(=O)COc1coc(CN2CCc3ccccc32)cc1=O | -3 | x | -1 | x | 7 | 19 | 3 | 4
O=C1OC(c2cccc3c(F)cccc23)c2ccccc21 (configuration not stated) | 1 | 3 | -1 | -10 | -4 | 6 | 2 | 14

# Reprinted from the listing for reference:
# Value order – FN deposition inh, miR-122 sensor, Cneo AK release, PGC1a acetyl inh, EWS-Fli inh, PAX8 reporter, Casp6 inh, LGR2 inh
> C[C@@H]1CCCCO[C@@H](CN(C)C(=O)Nc2ccccc2)[C@@H](C)CN([C@H](C)CO)C(=O)c2cc(NC(=O)Nc3ccc(F)cc3)ccc2O1
  x, 2[16.7 µM], 2, 11, -8, -15, -1, -14
> CO[C@H]1CN(C)C(=O)c2ccc(NS(=O)(=O)c3cccc(C)c3)cc2OC[C@H](C)NC[C@@H]1C
  7, x, x, 2, 5, x, 1, 1
> CCOC(=O)c1ccccc1NC(=O)COc1coc(CN2CCc3ccccc32)cc1=O
  -3, x, -1, x, 7, 19, 3, 4

# An excerpt from above in order of their number in miR-122 sensor, descending:
Molecule | miR-122 sensor
COc1ccc(OC)c(Nc2cc(C)c3ccccc3n2)c1 | 27
COc1ccc(C(=O)N/N=C/c2ccc3cccc(OCc4ccccc4)c3n2)cc1 | 22
N#C/C(=C\c1cccn1S(=O)(=O)c1ccccc1)S(=O)(=O)c1ccc(F)cc1 | 1
